High-throughput results as filed in PubChem BioAssay.
Tau fibril ThT = tau fibrillization inhibition (ThT binding); 270,000 tested, 2.1% active; recombinant tau K18 P301L, heparin-induced fibrillization, ThT fluorescence; P10636; Potency, µM (doses to about 57.4 µM), without a hit: at the top dose activity, negative = inhibition, most hits filed as inhibitors; note: % is set by controls: 0 for no effect and ±100 for the full control effect; nearly all actives have a fitted effect of over 55% in size
Target sequence (P10636 561-689 P618L limits assumed): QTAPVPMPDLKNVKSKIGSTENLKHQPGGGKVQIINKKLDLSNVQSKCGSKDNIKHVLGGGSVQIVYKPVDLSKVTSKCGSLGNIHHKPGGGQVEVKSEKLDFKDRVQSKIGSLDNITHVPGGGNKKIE
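K18 P301L tau (15 uM + 0.24 uM Alexa 594-tagged), heparin 20 uM, NaOAc pH 7, 6 h 37 C; ThT 30 uM, 1 h RT, ex 450/em 510 nm.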
HTT cytoprotect = protects HTT-Q103 PC12 cells, measured by ATP; 230,000 tested, 0.14% active; PC12 HTT-Q103 induced, cytoprotection, ATP luminescence, 40 h; Potency, µM (series often up to 56.4 µM), for the others: cytoprotection (ATP increase), actives largely listed as activators; AID 1471;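 note: % of control where 0% means no effect; nearly all actives have a fitted effect of over 45% in size; toxic huntingtin expression switched on by the ecdysone agonist tebufenozide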
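PC12 cells stably carrying ecdysone-inducible Htt exon 1 (Q103)–GFP were induced with 100 nM tebufenozide (final) alongside library compounds in a dose series. Cytoprotection was scored as retained ATP by ATPlite luminescence.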
Tau fluor cs = counter-screen for tau fibril formation inhibitors | tau K18 P301L Alexa594 fluorescence, heparin fibrillization | 280,000 tested, 0.93% active | Potency, µM (doses to about 57.7 µM), for the others: at the highest dose activity change, negative = decrease; note: % is set by controls: 0 for no effect and ±100 for the full control effect; nearly all actives have a fitted effect of over 55% in size
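Human tau K18 P301L (15 uM unlabeled, 0.24 uM Alexa 594-labeled) in 100 mM sodium acetate pH 7 with 20 uM heparin, 6 hr at 37 C. ThT 30 uM added, 1 hr ambient; Alexa 594 FP and total fluorescence read at 555/632 nm.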
HttQ103 aggreg = inhibitors of mutant huntingtin aggregate formation in PC12 cells; Potency, µM (top dose mostly 46.1 µM), for inactives: at the highest dose activity change, negative = inhibition, most hits filed as inhibitors; PC12 HttQ103-GFP aggregates, Acumen cytometry, 40 h; 220,000 tested, 1.1% active; note: % is set by controls: 0 for no effect and ±100 for the full control effect; nearly all actives have a fitted effect of over 60% in size
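Read-out: GFP aggregate count by laser scanning cytometer (488 nm excitation, 500-530 nm emission, 1–25 µm objects >6 SD above background). Cells: PC12, inducible HTTex1-Q103-GFP, 100 nM tebufenozide; compounds titrated.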
ALDH1A1 inh = ALDH1A1 (human) enzyme inhibition. P00352. Purified ALDH1A1, NADH fluorescence, propionaldehyde substrate. Potency, µM (highest dose often 75.3 µM), for inactives: at the top dose activity, negative = inhibition, usual class: inhibitors. 220,000 tested, 7.3% active. AID 1030; active = well fitted inhibition curve with a large enough effect, not every such curve was filed as active; inconclusive = small, poorly fitted or top-dose-only effect, or another doubt; inactive = no such curve, though single readings can be large or run the other way;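 note: plate controls were no enzyme wells and a reference inhibitor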
Target sequence (P00352 whole entry, looked up): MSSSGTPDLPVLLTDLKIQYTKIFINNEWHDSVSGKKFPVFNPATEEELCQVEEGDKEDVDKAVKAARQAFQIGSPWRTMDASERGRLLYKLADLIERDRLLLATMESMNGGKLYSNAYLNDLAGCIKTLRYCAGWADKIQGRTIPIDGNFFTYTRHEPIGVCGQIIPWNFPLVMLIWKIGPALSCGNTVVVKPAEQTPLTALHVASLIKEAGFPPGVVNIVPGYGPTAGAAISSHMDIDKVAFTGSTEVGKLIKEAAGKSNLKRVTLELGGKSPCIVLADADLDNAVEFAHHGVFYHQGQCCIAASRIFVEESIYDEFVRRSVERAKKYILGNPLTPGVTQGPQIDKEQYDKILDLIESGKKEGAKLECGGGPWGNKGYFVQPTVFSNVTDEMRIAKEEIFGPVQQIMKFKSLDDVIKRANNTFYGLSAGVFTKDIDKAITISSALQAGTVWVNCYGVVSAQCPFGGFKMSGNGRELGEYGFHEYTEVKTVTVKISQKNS
JMJD2E inh = blocks human JMJD2E demethylase activity; 230,000 tested, 1.6% active; Potency, µM (highest dose often 57.1 µM), without a hit: top-dose activity change, negative = inhibition, usual class: inhibitors; B2RXH2; AID 2147; JMJD2E catalytic domain, FDH-coupled NADH fluorescence (FDH is formaldehyde dehydrogenase); active = well fitted inhibition curve with a large enough effect, not every such curve was filed as active; inconclusive = small, poorly fitted or top-dose-only effect, or another doubt; inactive = no such curve, though single readings can be large or run the other way;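 note: 0% = wells with enzyme and -100% = buffer wells without enzyme; nearly all actives have a fitted effect of over 50% in size; many of its hits are not listed in these tables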
Target sequence (B2RXH2 1-337 limits assumed): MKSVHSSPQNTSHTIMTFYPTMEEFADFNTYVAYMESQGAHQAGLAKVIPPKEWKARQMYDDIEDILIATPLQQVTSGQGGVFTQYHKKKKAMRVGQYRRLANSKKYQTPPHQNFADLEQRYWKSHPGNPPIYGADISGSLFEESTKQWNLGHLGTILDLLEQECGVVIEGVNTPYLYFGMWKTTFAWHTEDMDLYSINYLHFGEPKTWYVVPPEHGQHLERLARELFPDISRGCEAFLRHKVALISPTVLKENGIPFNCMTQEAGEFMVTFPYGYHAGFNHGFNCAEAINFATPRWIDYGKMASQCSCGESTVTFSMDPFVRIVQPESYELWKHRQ
SMN2 splice enh = increases expression of the SMN2 splice variant | Potency, µM (series often up to 46.1 µM), without a hit: at the top dose activity change, positive = activation, hits mostly activators | AID 1458 | HEK293 SMN2-luciferase splicing reporter, luminescence, 30-36 h | 210,000 tested, 2.8% active; note: % of control where 0% means no effect; nearly all actives have a fitted effect of over 55% in size
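HEK293 cells carry an SMN2 […]–luciferase reporter in which exon 7 inclusion puts luciferase in frame. Cells were plated 10-12 h before compound addition, then incubated 30-36 h at 37C. ONE-Glo luminescence was read; sodium butyrate at 4.5 mM final served as control.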
Tau fibril FP = blocks human tau fibril formation measured by polarization | K18 P301L tau heparin fibrillization, Alexa594 FP, 6 h | Potency, µM (doses to about 57.7 µM), without a hit: at the top dose activity, negative = inhibition, most hits filed as inhibitors | 280,000 tested, 0.39% active | AID 1468; note: % is set by controls: 0 for no effect and ±100 for the full control effect; nearly all actives have a fitted effect of over 55% in size
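Steps: dispense K18 P301L tau (15 uM plus 0.24 uM Alexa 594 tracer, final) in pH 7 sodium acetate; add compound; add heparin (20 uM final); incubate 6 hr, 37 C; add ThT (30 uM final); after 1 hr ambient, read FP.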
* marks the source's active call; other numbers are inactive results; ? = inconclusive; / = not tested or not shown; & = joins results of further samples; [ ] = remark or other dose. Unless noted, calls come from the whole dose curve; as a rule, active = well fitted curve in the direction sought with a large enough effect; inconclusive = small, poorly fitted or top-dose-only effect, or another doubt; inactive = no such curve, though single readings can be large; an effect the other way counts as inactive or inconclusive. Potency is the fitted concentration of half-maximal effect.

Order of values: Tau fibril ThT	HTT cytoprotect	Tau fluor cs	HttQ103 aggreg	ALDH1A1 inh	JMJD2E inh	SMN2 splice enh	Tau fibril FP
> Cc1ccc(S(=O)(=O)Nc2ccccc2-c2ccccc2NS(=O)(=O)c2ccc(C)cc2)cc1
    ?	-5%	-6%	-17%	-5%	-5%	/	-1%
> Cc1cc(C)n2c(Nc3ccccc3C)c(-c3cccs3)nc2n1
    5%	/	-1%	/	/	/	3%	-7%
> COc1ccc(S(=O)(=O)N(CC(=O)NC2CC2)C2CCCCC2)cc1Cl
    -4%	1%	-7%	18%	8.9µM*	5%	/	4%
> COC(=O)CCCCCN1C(=O)NC(c2ccccc2)C(C(=O)OCc2ccccc2)=C1C (stereo unspecified)
    ?	-3%	-5%&-15%	-2%	?	?	-33%&-9%[inhibitor]	21%&4%
> CC(CN1C(C)CCCC1C)OC(=O)c1ccc(Cl)cc1 (stereo unspecified)
    -2%	-47%[inhibitor]	0%	31%	0%	5%	-7%	-4%
> COc1ccc(/C=C2\SC(=O)N(CCNC(=O)Cc3coc4cc(OC)ccc34)C2=O)cc1
    ?	/	-7%	18%	13%	?	-27%	3%
> Cc1ccc(C)c(Sc2ccc(NC(=O)CCl)cc2)c1
    ?	2%[10 µM]	?	-3%	0.89µM*	0%	29%	?
> COc1ccc2nc(N3C(=O)CC(Cc4ccc(Cl)cc4)C3=O)sc2c1 (stereo unspecified)
    -5%	-23%	-5%	?	?	4%	11%	-1%
> Cc1ccccc1C(=O)Nc1cccc(-c2cn3ccccc3n2)c1
    -11%	-51%[inhibitor][1.9 µM]	-5%	-2%[9.22 µM]	-18%	?	-4%	2%
> CCOc1ccccc1-n1c(CN2CCN(C(=O)c3ccco3)CC2)nc2ccccc2c1=O
    -6%	5%	5%	14%	?	-5%	?	-2%
> COc1cccc(C2C(C(N)=O)=C(C)Nc3nc(-c4ccccc4Cl)nn32)c1 (stereo unspecified)
    4%	-31%[10 µM]	8%	-2%	?	?	?	-4%
> Cc1ccc(S(=O)(=O)Nc2ccc(NC(=O)c3c(F)c(F)c(F)c(F)c3F)cc2)cc1
    -1%	15%	?	?	-5%	2%	-4%	?
> Cc1c(C(=O)NCC2CCCO2)oc2ccc(S(=O)(=O)N3CC(C)CC(C)C3)cc12 (stereo unspecified)
    -7%	-11%	-8%	3%	8%	4%	-24%	-3%
> Cn1c(=O)oc2cc(S(=O)(=O)N3CCCC3)ccc21
    -9%	-1%	-8%	5%	-6%	3%	-5%	3%
> CCOc1ccc(NC(=O)CC2C(=O)N(c3ccc(C)cc3)C(=O)N2C2CCCCC2)cc1 (stereo unspecified)
    4%	/	?	/	/	/	17%	-6%
> COc1cc(CN(CCc2c(C)[nH]c3ccc(C)cc23)C(=S)NC(C)(C)C)cc(OC)c1OC
    -20%	/	-24%	-13%	13%	6%	-37%[inhibitor]	5%
> Cc1ccccc1-c1nc2ccccc2[nH]1
    -14%	-1%[10 µM]	-8%	?	?	4%	11µM*	-1%
> COc1ccc(S(=O)(=O)N(C)C)cc1NC(=O)CSc1nnc(-c2cccnc2)o1
    6%	-4%	8%	4%	3%	-3%	-3%	-2%
> Cc1cccc(C(=O)Nc2ccccc2SCC2CSc3nc4ccccc4c(=O)n32)c1 (stereo unspecified)
    -3%	-4%[10 µM]	0%	21%	-4%	-6%	59%	3%
> COc1ccc(Cl)cc1NS(=O)(=O)c1ccc(OC)c(OC)c1
    5%	-15%[10 µM]	-1%	-10%	13µM*	-1%	-22%	-12%
> CSc1nc(N)nc(SCCS(=O)(=O)c2ccc(Cl)cc2)c1C#N
    ?	-13%[0.074 µM]	-28%	10µM*	2.5µM*	-11%	-16%	6%
> Cc1ccnc(SCC(=O)Nc2sc3c(c2C#N)CCC(C(C)(C)C)C3)n1 (stereo unspecified)
    -5%	-3%	-9%	?	-6%	4%	-34%[inhibitor]	2%
> CCC(=O)Nc1ccc(-c2csc(NNC(C)=O)n2)cc1
    ?	2%[10 µM]	-19%	-6%	3%	4%	-10%	?
> Nc1ncnc2c1ncn2[C@@H]1O[C@H](CO)[C@H](O)[C@H]1O
    ?	/	-29%	/	1%	9%	3%	?
> CO/N=C(/CS(=O)(=O)c1ccc(C)cc1)c1ccc(OC)cc1
    -17%	-8%	-16%	4%	?	-1%	10%	2%
> COC(=O)c1c(NC(=O)CSc2nnc(CNc3ccc(Cl)cc3)o2)sc(C)c1C
    ?	-12%	?	8%	?	-3%	3%	-10%
> COc1ccc2nc(Nc3sc4c(c3C(N)=O)CCCC4)sc2c1
    7.1µM*	12%[10 µM]	?	?	8.9µM*	1%	29%	2%
> O=C(Nc1ccc(C(=O)N2CCOCC2)cc1)c1cnn2c(C(F)F)cc(-c3ccccc3)nc12
    -13%	-24%[10 µM]	-7%	-10%[9.22 µM]	-7%	3%	/	-2%
> CC(C)(C)n1nc2c(c1NC(=O)c1ccc(Br)o1)CS(=O)C2 (stereo unspecified)
    -6%	0%	-7%	?	11%	-7%	0%	-5%
> O=C(O)/C=C/C(=O)Nc1ccc(Cc2ccc(NC(=O)/C=C/C(=O)O)cc2)cc1
    /	-5%[10 µM]	-5%	-20%[9.22 µM]	/	0%	/	-6%
> NS(=O)(=O)c1ccc(-n2cccc2C=O)cc1
    1%	2%	-2%	-13%	-2%	-4%	5%	-5%
> CCCc1nn2cc(-c3ccc(C)c(C)c3)nc2s1
    ?	/	-24%	/	/	/	1.3µM*	1%
> COc1ccccc1N(CC(=O)NCCSc1ccc(Cl)cc1)S(C)(=O)=O
    6%	25%[10 µM]	3%	14%[9.22 µM]	16%	3%	/	-2%
> Cc1cc2c(cc1C)-c1nnnn1C(C)(C)C2
    3%	18%[10 µM]	5%	3%	7.1µM*	-1%	2%	7%
> O=C(CSCc1cccc(F)c1)N1CCN(c2ccccc2)CC1
    ?	11%	-16%	-4%	1%	-5%	13µM*	6%
> COC(=O)c1ccc(NC(=O)N2CCc3c([nH]c4ccccc34)C2c2ccc(C)cc2)cc1 (stereo unspecified)
    -1%	/	?	/	/	/	-3%	-4%
> CCCC(c1nnnn1CCOC)N1CCN(c2nc3ccccc3s2)CC1 (stereo unspecified)
    0%	-14%	-13%	-10%	-1%	3%	-17%	-11%
> Cc1c(N(C(=O)c2cc(=O)[nH]c3ccccc23)C(C)C)c(=O)n(-c2ccccc2)n1C
    -6%	-10%	-6%	-17%	9%	0%	19%	5%
> CCN1C(=O)CC(n2c(C)nc3ccccc32)C1=O (stereo unspecified)
    -3%	4%	-9%	6%	6%	5%	-5%	8%
> CCCCn1c(NC(=O)c2ccccc2)c(C#N)c2nc3ccccc3nc21
    -2%	-29%[10 µM]	-13%	4%	6%	?	/	-6%
> CCCCN(CC)C(=O)Cn1c(=O)n(-c2ccc(OCC)cc2)c(=O)c2c3c(sc21)CCC3
    -5%	/	-5%	/	/	/	-8%	3%
> COc1cccc(NC(=O)CN2CCN(c3ccc(F)cc3)CC2)c1
    0%	-36%	-11%	5%	?	3%	-13%	0%
> CCn1c(-c2c(Cl)c(C)nn2C)n[nH]c1=S
    0%	/	7%	-4%	-29%	-12%	-8%	-2%
> CCOc1cc(C(=O)Nc2ccccc2N2CCN(S(C)(=O)=O)CC2)cc(OCC)c1OCC
    -11%	-13%[10 µM]	-15%	-9%	-3%	-21%	-15%	5%
> Cn1nnnc1SCC(=O)c1ccco1
    -15%	8%	-1%	14%	40µM*	-2%	-23%	-2%
> Cc1cc2cc(CCNS(=O)(=O)c3ccc(Br)cc3)c(=O)[nH]c2cc1C
    ?	/	-29%	/	/	/	-5%	-1%
> O=c1[nH]c(CSc2cccc[n+]2[O-])nc2ccccc12
    -9%	34%[10 µM]	-5%	14%[9.22 µM]	/	1%	/	-4%
> CCc1ccc(NC(=O)CSc2nc(C)cc(COC)c2C#N)cc1
    0%	/	-14%	/	/	/	-10%	?
> CCOc1ccccc1C(=O)OCC(=O)Nc1ccc(N2CCCCC2)cc1
    ?	-3%	-29%	35%	?	-9%	-8%	?
> Cc1ccc(S(=O)(=O)N(CC(=O)N=Nc2c(O)[nH]c3ccccc23)c2cccc(C)c2)cc1
    ?	11%[10 µM]	?	-5%	-14%	3%	-3%	-13%
> COc1ccccc1CNC(=O)CNC(=O)Cn1cnc2ccccc2c1=O
    2%	15%	11%	11%	-1%	-1%	/	11%
> COc1ccc(NC(=O)C2CCCN2c2ccc(OC)c(OC)c2)cc1OC (stereo unspecified)
    -13%	-8%	-8%	9%	4%	-22%	8%	4%
> CCOc1ccc(-n2c(O)c(/C=N/Nc3nnc(C)c(=O)[nH]3)c3ccccc3c2=O)cc1
    ?	0%[10 µM]	-13%	5%	?	?	15%	7%
> O=C(NCN1C(=O)C2C3C=CC(C3)C2C1=O)OC1CCCCC1 (stereo unspecified)
    -12%	-21%	-6%	-8%	3%	-1%	-14%	0%
> OC(C#CCN1CCCCC1)c1ccccc1 (stereo unspecified)
    -2%	-15%	-1%	?	17%	18%	0%	3%
> O=C(NNC(=S)NC(=O)c1ccccc1[N+](=O)[O-])c1ccc(Cl)cc1Cl
    -7%	9%	-1%	?	-1%	-55%	-2%	6%
> COCCNC(=S)NCc1ccc2[nH]c3c(c2c1)CCCC3
    -12%	-11%	-27%	-11%	?	-6%	233%	7%
> Cc1[nH]c2ccccc2c1C(=O)C(=O)NCC1CCCO1 (stereo unspecified)
    7%	26%	4%	7%	3%	-7%	-1%	12%
> Cc1[nH]c2ccccc2c1SCCNC(=O)c1ccc(S(=O)(=O)N2CCCC2)cc1
    -15%	/	16µM*[quencher]	-22%	?	1%	-41%[inhibitor]	6%
> CNC(=O)/C(C#N)=C/c1c(N(Cc2ccccc2)Cc2ccccc2)nc2ccccn2c1=O
    ?	2%[10 µM]	-16%	?	?	?	-3%	-4%

An excerpt, so the mix of outcomes need not match the whole.
